Assay outcomes from PubChem BioAssay.
GPR55 beta-arrestin = GPR55 agonists via beta-arrestin recruitment, primary screen, imaging, U2OS cells, beta-arrestin-GFP redistribution (AID 1961). U2OS GPR55 beta-arrestin-GFP redistribution imaging; higher % means a stronger effect. hit rate 0.048% among 290,000. activation, % at 10 µM; hits with a dose series show EC50 in µM;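 active means activation above 40% with more than 50 cells counted in the well; inconclusive means wells holding fewer than 50 cells, flagged as toxic or sparse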;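 further: U2OS osteosarcoma cells stably expressing GPR55 and beta-arrestin-GFP; plate controls were DMSO negative control for no effect and LPI positive control for full effect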
KOR beta-arrestin-1 = KOR antagonists, beta-arrestin recruitment, cell-based, luminescence, uHTS (AID 1778) | KOR beta-arrestin recruitment, luminescence, antagonist mode; higher % means a stronger effect | one-dose inhibition, % at 10 µM; IC50 in µM for titrated hits | hit rate 0.091% among 290,000; in the data active means inhibition above about 50%; further: strong numbers were not always called active
AID2073 = inhibitors of Mint1-CaV2.2 protein interaction, biochemical, HTRF (AID 2073); HTRF protein-protein interaction, Mint1-CaV2.2; higher % means a stronger effect; one-dose inhibition, % at 20 µM; IC50 in µM for titrated hits; hit rate 0.19% among 290,000; in the data active means inhibition mostly above about 51%, no sharp cut-off; inconclusive means no clear call, values can overlap the other calls; inactive means mostly below about 53%; further: some results filed as inactive read as strong as hits
HIV fusion peptide = cell-free HIV fusion peptide-binding blockers – biochemical, uHTS, fluorescence dequenching, primary screen (AID 1986). cell-free peptide binding, fluorescence dequenching, 30 min; higher % means a stronger effect. inhibition, % at 20 µM, or IC50 in µM where a hit was titrated. hit rate 0.3% among 290,000; in the data active means inhibition mostly above about 52%, no sharp cut-off; inactive means mostly below about 76%; further: some results filed as inactive read as strong as hits
GPR35 antagonists = inhibition of zaprinast-stimulated GPR35 beta-arrestin translocation – imaging, U2OS, beta-arrestin-GFP, zaprinast agonist, primary screen (AID 2058) | U2OS GPR35 beta-arrestin-GFP translocation imaging, zaprinast antagonism; higher % means a stronger effect | inhibition, % at 10 µM; hits with a dose series show IC50 in µM | hit rate 0.052% among 290,000;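 active means inhibition of at least 50% with at least 30 cells and total cytoplasm GFP at most 10,000,000; inconclusive means under 30 cells or total GFP of 10,000,000 plus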
NOD1 inhibition = inhibition of NOD1-driven NF-kB reporter – cell-based, luminescence, uHTS, primary screen (AID 1578) | NOD1-driven NF-kB luciferase reporter cells, luminescence; higher % means a stronger effect | one-dose inhibition, % at 4 µM; EC50 in µM for titrated hits | hit rate 1% among 290,000; in the data active means inhibition mostly above about 36%, no sharp cut-off; inactive means mostly below about 34%;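 further: HEK-293T reporter cells stimulated with the NOD1 agonist gamma-tri-DAP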
Siah-1 displacement = blockers of Siah-1 interaction with plectin peptide – biochemical, fluorescence polarization, rhodamine-plectin, uHTS, primary screen (AID 1817); hit rate 0.02% among 290,000; Siah-1 / rhodamine-plectin peptide fluorescence polarization; higher % means a stronger effect; displacement, % at 20 µM; hits with a dose series show IC50 in µM;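 active means displacement of at least 50% at 20 µM, with a fluorescence ratio check between 0.3 and a set limit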;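 further: plate controls were Siah plus tracer with DMSO for no effect and tracer alone without Siah for full effect; strong numbers were not always called active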
KOR beta-arrestin-2 = kappa opioid receptor activators – cell-based, luminescence, uHTS, primary screen (AID 1777) | KOR beta-arrestin recruitment, luminescence; higher % means a stronger effect | hit rate 0.02% among 280,000 | activation, % at 10 µM, or EC50 in µM where a hit was titrated; in the data active means activation above about 50%, passing the limit was not always enough; further: a part of the inactive calls stands beside numbers as strong as those of hits
GPR55 antagonists = inhibition of LPI-stimulated GPR55 beta-arrestin translocation – imaging, U2OS, beta-arrestin-GFP, LPI agonist, primary screen (AID 2013). U2OS GPR55 beta-arrestin-GFP translocation imaging, LPI antagonism; higher % means a stronger effect. one-dose inhibition, % at 10 µM; IC50 in µM for titrated hits. hit rate 0.13% among 290,000;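 active means spots per cell inhibited over 60%, with over 100 cells counted and total cytoplasm intensity under 500,000; inconclusive means wells with under 100 cells, flagged as likely toxic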;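 further: U2OS cells stably carrying GPR55 and arrestin-GFP stimulated by 5 µM LPI near EC80; imaged beta-arrestin-GFP aggregate spots per cell after agonist stimulation; plate controls were LPI-stimulated DMSO wells for no effect and DMSO wells without LPI for full effect; some results filed as inactive read as strong as hits; confirmed hits need IC50 under 10 µM and bright autofluorescent wells are also inconclusive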
Active calls of the source: *; [ ] = dose if it differs, or a comment.

For CCOCCn1c(-c2ccc(OC)cc2)nc2ccccc21 the results were GPR55 beta-arrestin -0.1%, KOR beta-arrestin-1 19%, AID2073 2%, HIV fusion peptide -1.4%, GPR35 antagonists -1%, NOD1 inhibition -8%, Siah-1 displacement -1%, KOR beta-arrestin-2 -4.2% and GPR55 antagonists 2%.
COc1ccc(OC)c(-n2c(SCC(=O)N3CCc4ccccc43)nc3c(c2=O)SCC3)c1 was read as GPR55 beta-arrestin 0.3%, KOR beta-arrestin-1 31%, AID2073 12%, HIV fusion peptide -1.7%, GPR35 antagonists -7%, NOD1 inhibition -7%, Siah-1 displacement 12%, KOR beta-arrestin-2 1.1% and GPR55 antagonists 8%.
Screening COc1ccc(-c2nnc(SCC(=O)Nc3ncc(C)s3)n2-c2ccccc2)cc1OC returned GPR55 beta-arrestin -0.3%, KOR beta-arrestin-1 -12%, AID2073 4%, HIV fusion peptide 2.3%, GPR35 antagonists 0%, NOD1 inhibition 8%, Siah-1 displacement 6%, KOR beta-arrestin-2 4.6% and GPR55 antagonists -24%.
Screening Cc1cccc(C)c1NC(=O)CN(C)C(=O)Cn1c(=O)cnc2ccccc21 returned GPR55 beta-arrestin -0.1%, KOR beta-arrestin-1 -18%, AID2073 2%, HIV fusion peptide -0.3%, GPR35 antagonists -8%, NOD1 inhibition -2%, Siah-1 displacement -3%, KOR beta-arrestin-2 20% and GPR55 antagonists 0%.
Screening CSc1n[nH]c(=O)n1C1CCCCC1 returned GPR55 beta-arrestin -0.2%, KOR beta-arrestin-1 8%, AID2073 11%, HIV fusion peptide -1.5%, GPR35 antagonists 4%, NOD1 inhibition -1%, Siah-1 displacement 7%, KOR beta-arrestin-2 0.7% and GPR55 antagonists -6%.
`CCN(CC)C(=O)CSc1n[nH]c(=O)n1CCc1ccccc1` gave GPR55 beta-arrestin -0.1%, KOR beta-arrestin-1 -8%, AID2073 -9%, HIV fusion peptide -0.1%, GPR35 antagonists 6%, NOD1 inhibition -34%, Siah-1 displacement 2%, KOR beta-arrestin-2 -2.2% and GPR55 antagonists -2%.
For Cc1ccc(-c2c(C(=O)N/N=C/c3ccco3)nnn2-c2nonc2N)cc1 the results were GPR55 beta-arrestin -0.2%, KOR beta-arrestin-1 14%, AID2073 11%, HIV fusion peptide -4.1%, GPR35 antagonists 1%, NOD1 inhibition 16%, Siah-1 displacement -2%, KOR beta-arrestin-2 0.5% and GPR55 antagonists 4%.
Cc1cc2sc3ccccc3c(=O)c2c(C)c1O was read as GPR55 beta-arrestin 0.1%, KOR beta-arrestin-1 -3%, AID2073 29%, HIV fusion peptide 1.6%, GPR35 antagonists 0%, NOD1 inhibition -63%, Siah-1 displacement -1%, KOR beta-arrestin-2 2.3% and GPR55 antagonists -3%.
For CC(C)N1CCN(Cc2ccc(Sc3nncn3C)o2)CC1CCO (configuration not stated) the results were GPR55 beta-arrestin -0.1%, KOR beta-arrestin-1 13%, AID2073 5%, HIV fusion peptide -1.5%, GPR35 antagonists -6%, NOD1 inhibition -15%, Siah-1 displacement -3%, KOR beta-arrestin-2 -0.1% and GPR55 antagonists -3%.
For Cc1ccc(SCc2nn(C)c(Cl)c2C=O)cc1 the results were GPR55 beta-arrestin 0.0%, KOR beta-arrestin-1 -13%, AID2073 -2%, HIV fusion peptide -2.0%, GPR35 antagonists 19%, NOD1 inhibition -46%, Siah-1 displacement 3%, KOR beta-arrestin-2 -2.1% and GPR55 antagonists -11%.
CCOc1cc(/C=N/NC(=O)Cn2nc([N+](=O)[O-])cc2C)ccc1OCc1ccc(F)cc1 was read as GPR55 beta-arrestin 0.6%, KOR beta-arrestin-1 -32%, AID2073 0%, HIV fusion peptide 1.3%, GPR35 antagonists 12%, NOD1 inhibition 5%, Siah-1 displacement 4%, KOR beta-arrestin-2 6.0% and GPR55 antagonists -12%.
Screening CN(C)C(=O)Cn1c(SCC(=O)NCc2ccc3c(c2)OCO3)nc2ccccc21 returned GPR55 beta-arrestin 0.5%, AID2073 12%, HIV fusion peptide 0.4%, GPR35 antagonists -3%, NOD1 inhibition -18%, Siah-1 displacement -7% and GPR55 antagonists -2%.
Screening COc1ccccc1NC(=O)CSc1ccc2nnc(CCNC(=O)c3ccccc3)n2n1 returned GPR55 beta-arrestin -0.1%, KOR beta-arrestin-1 -13%, AID2073 10%, HIV fusion peptide 0.4%, GPR35 antagonists -1%, NOD1 inhibition -26%, Siah-1 displacement 0%, KOR beta-arrestin-2 6.6% and GPR55 antagonists 10%.
Cc1onc(-c2c(Cl)cccc2Cl)c1C(=O)Nc1ccc2c(c1)OCCO2 was read as GPR55 beta-arrestin -0.2%, KOR beta-arrestin-1 15%, AID2073 -2%, HIV fusion peptide 0.3%, GPR35 antagonists -5%, NOD1 inhibition 5%, Siah-1 displacement -1%, KOR beta-arrestin-2 22% and GPR55 antagonists 0%.
For O=C(NCC1CC1)NC(=O)c1c(F)cccc1Cl the results were GPR55 beta-arrestin -0.2%, KOR beta-arrestin-1 -8%, AID2073 40%, HIV fusion peptide 1.4%, GPR35 antagonists 3%, NOD1 inhibition -16%, Siah-1 displacement -3%, KOR beta-arrestin-2 0.3% and GPR55 antagonists -3%.

Structural class: the entries above containing a Cl atom (3)
For Cc1ccc(SCc2nn(C)c(Cl)c2C=O)cc1 the results were GPR55 beta-arrestin 0.0%, KOR beta-arrestin-1 -13%, AID2073 -2%, HIV fusion peptide -2.0%, GPR35 antagonists 19%, NOD1 inhibition -46%, Siah-1 displacement 3%, KOR beta-arrestin-2 -2.1% and GPR55 antagonists -11%.
Cc1onc(-c2c(Cl)cccc2Cl)c1C(=O)Nc1ccc2c(c1)OCCO2 was read as GPR55 beta-arrestin -0.2%, KOR beta-arrestin-1 15%, AID2073 -2%, HIV fusion peptide 0.3%, GPR35 antagonists -5%, NOD1 inhibition 5%, Siah-1 displacement -1%, KOR beta-arrestin-2 22% and GPR55 antagonists 0%.
For O=C(NCC1CC1)NC(=O)c1c(F)cccc1Cl the results were GPR55 beta-arrestin -0.2%, KOR beta-arrestin-1 -8%, AID2073 40%, HIV fusion peptide 1.4%, GPR35 antagonists 3%, NOD1 inhibition -16%, Siah-1 displacement -3%, KOR beta-arrestin-2 0.3% and GPR55 antagonists -3%.

Next compounds:
Screening C#Cc1ccc([C@@H]2C=C(C(=O)NCc3ccccc3)O[C@H](OCC)[C@H]2CCCO)cc1 returned GPR55 beta-arrestin 0.1%, KOR beta-arrestin-1 -15%, AID2073 -4%, HIV fusion peptide -0.3%, GPR35 antagonists -3%, NOD1 inhibition -28%, Siah-1 displacement 2%, KOR beta-arrestin-2 -2.9% and GPR55 antagonists 3%.
`CCc1nnc(NC(=O)CCC(=O)N2CCN(Cc3cc(F)ccc3OC)CC2)s1` gave GPR55 beta-arrestin 0.0%, KOR beta-arrestin-1 -11%, AID2073 -4%, HIV fusion peptide 0.3%, GPR35 antagonists 7%, NOD1 inhibition -20%, Siah-1 displacement -3%, KOR beta-arrestin-2 1.0% and GPR55 antagonists 3%.
`CC1(C)Cc2c(cnn2-c2cccc(F)c2)C(NC(=O)CSc2ccncc2)C1` (configuration not stated) gave GPR55 beta-arrestin -0.1%, KOR beta-arrestin-1 5%, AID2073 -5%, HIV fusion peptide 0.7%, GPR35 antagonists -3%, NOD1 inhibition -20%, Siah-1 displacement 14%, KOR beta-arrestin-2 -0.6% and GPR55 antagonists 17%.
Screening COc1ccc(S(=O)(=O)N/N=C\c2ccc(OC)c(COc3ccc(C)cc3[N+](=O)[O-])c2)cc1 returned GPR55 beta-arrestin -0.3%, KOR beta-arrestin-1 -30%, AID2073 6%, HIV fusion peptide 2.5%, GPR35 antagonists -5%, NOD1 inhibition -19%, Siah-1 displacement 6%, KOR beta-arrestin-2 -3.9% and GPR55 antagonists -6%.
`CCCc1nnc(NC(=O)Nc2ccc(OC)cc2)s1` gave GPR55 beta-arrestin -0.3%, KOR beta-arrestin-1 17%, AID2073 4%, HIV fusion peptide -0.7%, GPR35 antagonists -10%, NOD1 inhibition -8%, Siah-1 displacement 7%, KOR beta-arrestin-2 -2.0% and GPR55 antagonists 17%.
For Cc1ccc(S(=O)(=O)c2c[nH]c3cc4c(cc3c2=O)OCO4)cc1 the results were GPR55 beta-arrestin -0.1%, KOR beta-arrestin-1 18%, AID2073 13%, HIV fusion peptide -1.5%, GPR35 antagonists -1%, NOD1 inhibition -10%, Siah-1 displacement -4%, KOR beta-arrestin-2 0.5% and GPR55 antagonists 12%.
`Cc1nc2oc3c(NCc4ccccc4)ncnc3c2c2c1COC(C)(C)C2` gave GPR55 beta-arrestin -0.2%, KOR beta-arrestin-1 -3%, AID2073 8%, HIV fusion peptide -0.7%, GPR35 antagonists -4%, NOD1 inhibition -14%, Siah-1 displacement 0%, KOR beta-arrestin-2 4.0% and GPR55 antagonists 2%.
Screening CCOc1ccccc1NC(=O)NCCC1=CCCCC1 returned GPR55 beta-arrestin -0.1%, KOR beta-arrestin-1 -44%[20 µM], AID2073 11%, HIV fusion peptide -1.9%, GPR35 antagonists 7%, NOD1 inhibition -10%, Siah-1 displacement 1%, KOR beta-arrestin-2 -5.4% and GPR55 antagonists 6%.
`Cc1c(Cl)cccc1Nc1nc(N)nc(CSCCO)n1` gave GPR55 beta-arrestin -0.2%, KOR beta-arrestin-1 10%, AID2073 1%, HIV fusion peptide 1.6%, GPR35 antagonists 8%, NOD1 inhibition -33%, Siah-1 displacement -3%, KOR beta-arrestin-2 -7.2% and GPR55 antagonists 5%.
Screening COCc1cc(=O)[nH]c(/N=C(\N)Nc2ccccc2C)n1 returned GPR55 beta-arrestin -0.1%, KOR beta-arrestin-1 13%, AID2073 -6%, HIV fusion peptide 1.1%, GPR35 antagonists -1%, NOD1 inhibition 3%, Siah-1 displacement 3%, KOR beta-arrestin-2 -5.5% and GPR55 antagonists 16%.
`CCN1C(=O)[C@H]2[C@@H](c3ccc(C)cc3)N3C(=O)N(c4ccc(C(F)(F)F)cc4)C(=O)[C@@]3(Cc3ccccc3)[C@H]2C1=O` gave GPR55 beta-arrestin 0.2%, KOR beta-arrestin-1 -12%[20 µM], AID2073 inconclusive, HIV fusion peptide 0.4%, GPR35 antagonists -14%, NOD1 inhibition 10%, Siah-1 displacement 0%, KOR beta-arrestin-2 -5.2% and GPR55 antagonists -1%.

A portion of the library; count on the stated rates, not on these rows.
